Source: PubChem (several laboratories)
TWEAK-Fn14 inh – TWEAK-Fn14 signaling inhibition | 360,000 compounds, 2% hits | inhibition, % at 10 µM | TWEAK-stimulated Fn14 reporter cells, luciferase luminescence, 8 h; in the data active = inhibition above about 50%
EBV LMP1 NFkB – inhibitors of Epstein-Barr LMP1-induced NF-kappaB reporter; LMP1-induced NF-kappaB luciferase reporter cells, luminescence; inhibition, % at 12.5 µM; 350,000 compounds, 0.69% hits; AID 504558; in the data active = inhibition above about 41%;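 also: 0% = neutral control wells and 100% = reference inhibitor control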
NR2F2 inh – NR2F2 (human) inhibition, primary screen; inhibition, % at 8.6 µM; HEK293T NGFI-A luciferase reporter, luminescence; 370,000 compounds, 0.7% hits; P24468;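 active = inhibition above a per-plate cutoff, mean inhibition of test wells between control levels plus 3 SD, cut at about 38% in these data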;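 also: cells cotransfected with COUP-TFII expression vector driving the NGFI-A reporter; 0% = median of COUP-TF2 test wells and 100% = reporter-only cells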
Target sequence (P24468 whole entry, looked up): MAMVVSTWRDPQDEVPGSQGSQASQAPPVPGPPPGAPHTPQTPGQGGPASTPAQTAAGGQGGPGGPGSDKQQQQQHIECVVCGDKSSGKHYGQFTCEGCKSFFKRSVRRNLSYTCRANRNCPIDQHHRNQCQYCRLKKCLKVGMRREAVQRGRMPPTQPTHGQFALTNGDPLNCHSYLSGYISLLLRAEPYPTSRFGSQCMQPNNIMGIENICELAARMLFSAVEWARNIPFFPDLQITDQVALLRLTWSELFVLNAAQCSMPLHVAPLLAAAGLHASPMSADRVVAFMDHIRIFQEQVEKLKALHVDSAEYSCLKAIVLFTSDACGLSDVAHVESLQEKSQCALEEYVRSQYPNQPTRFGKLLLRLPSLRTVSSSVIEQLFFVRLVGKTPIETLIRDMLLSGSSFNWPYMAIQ
CF NFkB inh – cystic fibrosis NF-kB activation inhibition; 360,000 compounds, 0.86% hits; inhibition, % at 5 µM; KKLEB NF-kB-GFP reporter, PAF-induced, GFP fluorescence overnight;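 active = at least 50% inhibition at 5 µM, scaled per plate between neutral and stimulator controls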;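 also: PAF is a Pseudomonas aeruginosa culture filtrate used as stimulus; plate controls were PAF-stimulated DMSO wells for no effect and unstimulated DMSO wells for full effect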
SRC3 inh – inhibits human SRC3 coactivator; Q9Y6Q9; HEK293 GAL4-SRC3 luciferase reporter, luminescence; inhibition, % at 3.6 µM; 360,000 compounds, 0.17% hits;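 active = inhibition above a per-campaign cutoff, the mean of all compounds plus 3 SD, cut at about 60% in these data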;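 also: 0% = DMSO-treated cells and 100% = gossypol-treated cells at 36 µM; higher means less SRC3-driven luciferase light from the GAL4 reporter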
NR5A2 inv ag – suppresses constitutive activity of human LRH-1; AID 602396; O00482; 360,000 compounds, 0.13% hits; inhibition, % at 3.6 µM; HEK293T StAR-luciferase reporter, LRH-1 transfected, 24 h;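 active = inhibition above the mean inhibition of all tested compounds plus 3 SD, cut at about 73% in these data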;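 also: 0% = DMSO wells and 100% = reporter-only cells lacking LRH-1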
Target sequence (O00482 whole entry, looked up): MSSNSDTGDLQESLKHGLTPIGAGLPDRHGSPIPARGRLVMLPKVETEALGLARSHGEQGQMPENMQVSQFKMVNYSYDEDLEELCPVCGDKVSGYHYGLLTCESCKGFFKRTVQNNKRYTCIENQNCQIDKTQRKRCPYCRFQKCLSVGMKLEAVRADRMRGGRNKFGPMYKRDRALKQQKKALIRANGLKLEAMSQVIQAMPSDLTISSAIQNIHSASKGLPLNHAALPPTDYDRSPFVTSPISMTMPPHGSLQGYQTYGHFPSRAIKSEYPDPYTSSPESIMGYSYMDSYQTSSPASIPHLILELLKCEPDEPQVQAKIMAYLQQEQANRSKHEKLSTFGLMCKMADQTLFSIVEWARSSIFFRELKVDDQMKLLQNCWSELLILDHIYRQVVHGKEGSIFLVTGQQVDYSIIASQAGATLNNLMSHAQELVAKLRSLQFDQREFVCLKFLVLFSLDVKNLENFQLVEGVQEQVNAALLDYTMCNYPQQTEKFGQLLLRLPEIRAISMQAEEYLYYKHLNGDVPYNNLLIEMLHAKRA
SRC1 inh – inhibits human SRC1 coactivator; HEK293 GAL4-SRC1 luciferase reporter, luminescence; 360,000 compounds, 0.12% hits; Q15788; inhibition, % at 3.6 µM;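 active = inhibition above the campaign mean plus 3 SD, with each screening campaign given its own cutoff, cut at about 60% in these data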;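 also: 0% = DMSO treated cells and 100% = gossypol at 36 µM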
C8 TRAIL sens – sensitizes caspase-8 expressing cells to TRAIL; inhibition (viability loss, TRAIL sensitization), % at 10 µM; NB7+C8 cells + TRAIL, ATPlite viability luminescence; 360,000 compounds, 1% hits;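 active = compounds causing at least 50% loss of cell viability in the single-dose screen, relative to plate controls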
Shn3 inh set2 – inhibitors of Schnurri-3 3'UTR reporter in osteoblasts; inhibition, % at 12.5 µM; 360,000 compounds, 0.52% hits; Clone20 osteoblast Shn3 3'UTR firefly luciferase, 24 h;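 active = mean inhibition of at least 75% with every replicate also reaching 75%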;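 also: 0% = median of neutral control wells and 100% = pilot-screen positive control compound; some compounds past the cut are filed as inactive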
KKLEB tox – reduces viability of KKLEB cystic fibrosis airway cells; 360,000 compounds, 0.36% hits; activity change (cytotoxicity), % at 5 µM; AID 602141; KKLEB CF airway cells viability, ATPlite luminescence, overnight; active compounds read low; cells stimulated with P. aeruginosa culture filtrate;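 active = corrected activity change at or below -50% at 5 µM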
TROY signal inh – blocks TROY-dependent signaling in reporter cells; Q293 LMP1-TROYcd NF-kB luciferase reporter, 4 h; inhibition, % at 10 µM; 360,000 compounds, 0.98% hits; AID 1347056;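 active = compounds whose plate-normalised and pattern-corrected inhibition of the luciferase reporter signal at the single screening dose is 50% or more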
* marks the source's active call; other numbers are inactive results; . = no result given.

nr	canonical_smiles	TWEAK-Fn14 inh	EBV LMP1 NFkB	NR2F2 inh	CF NFkB inh	SRC3 inh	NR5A2 inv ag	SRC1 inh	C8 TRAIL sens	Shn3 inh set2	KKLEB tox	TROY signal inh
1	CC(=O)Nc1ccc(S(=O)(=O)NCC(=O)NNC(=O)COc2c(C)cccc2C)cc1	19	3	12	13	-5	-5	-41	-1	-17	-3	3
2	CC(C)C(OC(=O)c1cccs1)C(=O)NCc1ccccc1 (stereo not drawn)	5	-1	-2	-2	13	1	-2	-7	8	10	11
3	CSc1ccc(C(=O)N2CCc3ccc(NC(=O)c4ccccn4)cc3C2)cc1	-22	-8	-19	13	-32	-56	-53	19	-6	2	-4
4	C/C(=N\N=c1/scc(C)n1Cc1ccco1)c1cccc([N+](=O)[O-])c1	-23	-16	8	14	-2	-16	-13	12	-15	-2	-54
5	O=C(CSc1nnc(NC(=O)c2ccccc2F)s1)NCC1CCCO1 (stereo not drawn)	2	0	-10	1	-97	-65	-59	48	-83	2	-33
6	Cn1c(NC(=O)CC2CCCCC2)cc(=O)n(C)c1=O	5	6	7	-30	-13	2	-20	6	12	0	-15
7	O=C(NNS(=O)(=O)c1ccccc1Cl)C1COc2ccccc2O1 (stereo not drawn)	6	1	7	-2	21	-6	3	4	-10	6	6
8	Nc1ccc2c3c(ccc([N+](=O)[O-])c13)CC2	-10	10	-10	9	-13	5	-2	4	-4	-16	-1
9	COc1ccc(S(=O)(=O)/C(C#N)=C/Nc2cccc(OC)c2)cc1	14	-7	4	-17	7	-20	-9	0	7	6	-1
10	Cc1ccc(Oc2ncnc3sccc23)cc1	1	-8	-23	-6	-28	-33	-51	13	-65	3	-26
11	COc1ccc(Cc2nnc(SCC(=O)N3CCc4ccccc4C3)o2)cc1	2	5	9	-9	14	-10	-8	-2	11	0	-5
12	COc1cc2c(cc1OC)-c1cc(OCc3cccnc3)nc(=O)n1CC2	-13	9	-21	14	-15	-6	-23	-2	-5	-2	-1

In the list so far, these have four or more nitrogen atoms:
nr	canonical_smiles	TWEAK-Fn14 inh	EBV LMP1 NFkB	NR2F2 inh	CF NFkB inh	SRC3 inh	NR5A2 inv ag	SRC1 inh	C8 TRAIL sens	Shn3 inh set2	KKLEB tox	TROY signal inh
1	CC(=O)Nc1ccc(S(=O)(=O)NCC(=O)NNC(=O)COc2c(C)cccc2C)cc1	19	3	12	13	-5	-5	-41	-1	-17	-3	3
4	C/C(=N\N=c1/scc(C)n1Cc1ccco1)c1cccc([N+](=O)[O-])c1	-23	-16	8	14	-2	-16	-13	12	-15	-2	-54
5	O=C(CSc1nnc(NC(=O)c2ccccc2F)s1)NCC1CCCO1 (stereo not drawn)	2	0	-10	1	-97	-65	-59	48	-83	2	-33

Continuation.
nr	canonical_smiles	TWEAK-Fn14 inh	EBV LMP1 NFkB	NR2F2 inh	CF NFkB inh	SRC3 inh	NR5A2 inv ag	SRC1 inh	C8 TRAIL sens	Shn3 inh set2	KKLEB tox	TROY signal inh
13	CC(C)(C)c1ccc(C(=O)NCC(=O)NCc2ccccn2)cc1	3	1	-4	8	16	14	0	-2	-3	0	8
14	CC(C)Oc1nc(-c2ccccc2Cl)nc2ccccc12	-4	1	-7	-10	-7	-1	6	16	5	5	-8
15	COc1ccc(NC(=S)Nc2ncccc2C)cc1OC	-24	-12	-46	-9	-87	-147	-59	-12	-82	-6	-52
16	C=CCOc1ccc(/C=C2\SC(=S)N(NS(=O)(=O)c3ccc(C)cc3)C2=O)cc1	-28	-1	-9	-1	-9	-1	-9	0	12	20	31
17	CCC(CC)C(=O)c1c[nH]c(C(=O)O)c1	-3	-10	-3	-18	12	-5	-4	-2	8	2	8
18	CCCn1c(CNc2ccc(Br)cc2)nc2ccccc21	-12	-9	16	15	-12	-49	8	14	6	-10	-40
19	CCOCCCNC(=S)N1CCN(c2nc(-c3ccc(F)cc3)cs2)CC1	24	28	59*	8	3	5	14	9	8	0	21
20	CC(C)c1cc(NC(=O)CCl)on1	7	-1	-7	-22	-30	48	-8	-6	-8	-2	-3
21	Cc1cc(C)c[n+](CC(=O)c2cc3ccccc3oc2=O)c1	26	-4	-1	-6	3	-1	-7	-8	10	0	2
22	COc1ccc(-n2nnnc2SCC#CCO)cc1	11	5	6	10	4	17	7	-29	2	-11	3
23	OC(c1cccc(F)c1)c1ncc(-c2ccc(C(F)(F)F)cc2)[nH]1 (stereo not drawn)	-28	.	-9	-3	-15	-12	-10	-3	-2	13	-4
24	CC(C)C[C@H]1CN([C@@H](CC(C)C)CN2CCCC2CN2C(=S)NC[C@@H]2Cc2ccccc2)C(=S)N1CCc1ccccc1 (stereo partly drawn)	6	.	7	.	.	-1	.	-7	.	.	-39
25	CC(C(=O)Nc1ccccc1F)N1CCN(S(=O)(=O)c2ccc(C(F)(F)F)cc2)CC1 (stereo not drawn)	-6	1	-2	-4	-12	29	-2	11	22	0	-3
26	Fc1cccc(NC(=S)NNc2ccccc2)c1	-1	5	15	-19	-16	-19	-16	10	1	-9	29
27	COc1ccc(CCCNC(=O)C2Cc3c(-c4cccc(C(C)=O)c4)ccnc3O2)cc1 (stereo not drawn)	29	.	-6	-24	8	0	5	24	3	-7	31
28	CCOC(=O)C(=CNc1cc(C)nn1-c1ccc(C)cc1)C(=O)OCC	-5	40	37	16	2	33	1	18	.	-1	4
29	O=C(O)C1CCCN1S(=O)(=O)c1cc(Cl)ccc1Cl (stereo not drawn)	-18	-4	4	2	-5	-7	6	-1	1	4	-8
30	COc1ccccc1-c1ccc(/C=C2\C=CC(=O)O2)o1	6	4	5	-1	-11	-1	-5	5	-42	-18	0
31	O=C(Cc1csc(Nc2nc(=S)[nH]c3ccccc23)n1)NCc1ccc(Cl)cc1	4	-7	.	19	7	-24	-13	9	10	-41	-7
32	O=C(CS(=O)CC(=O)Nc1cnc2ccccc2c1)Nc1ccc(Cl)cc1 (stereo not drawn)	0	4	-19	0	10	-6	-10	-15	9	4	-18
33	O=C(Nc1cccc(NC(=O)c2cccs2)c1)c1ccc(Br)cc1	-17	1	-4	-10	-19	1	13	8	4	11	12
34	Cc1ccc2cc(C#N)c(NCc3ccccc3)nc2c1	-3	-7	14	-11	9	10	-6	-7	-13	17	6
35	O=C(O)C1CCCCC1C(=O)Nc1ccc(F)cc1F (stereo not drawn)	6	-1	.	5	3	-14	-2	2	-8	-2	16
36	O=C(C1CC(=O)N(c2ccc(F)cc2)C1)N1CCC(c2nc3ccccc3[nH]2)CC1 (stereo not drawn)	11	3	-7	10	-19	-5	3	16	6	-16	-16
37	Oc1ccc(Br)cc1/C=N/n1c(C2CCCCC2)n[nH]c1=S	11	6	27	20	3	14	6	11	22	-6	-9
38	CC1CCN(C(=O)COC(=O)/C=C/c2ccc([N+](=O)[O-])cc2)CC1	19	7	14	-2	-1	5	-25	-3	8	-15	0
39	CC1(C)COC(c2cccn2Cc2ccccc2Cl)=N1	2	-9	1	-7	14	19	10	-6	5	-7	0
40	CC(NC(=O)C1CCCN(S(=O)(=O)c2cccs2)C1)c1ccccc1 (stereo not drawn)	15	-3	-1	-23	4	0	5	-15	0	-1	3
41	CCc1ccc(C(=O)c2oc3nc(C)cc(C)c3c2N)cc1	-26	3	-13	-19	-7	-16	-25	-4	-4	5	-12
42	O=C(COC(=O)c1nc(Cl)c(Cl)c(Cl)c1Cl)NCc1ccccc1	85*	-30	-4	31	7	8	-5	19	0	3	32
43	CCN1C(=O)S/C(=C/c2ccsc2)C1=O	-27	-2	-21	1	-12	-10	-26	-9	-21	-3	-43
44	CCOC(=O)C1CCCN(c2c(NCCc3ccc(S(N)(=O)=O)cc3)c(=O)c2=O)C1 (stereo not drawn)	13	3	14	0	-5	13	-6	1	3	8	-11
45	COCCCNC(=O)CCc1c(C)c2cc3c(C)coc3cc2oc1=O	5	-5	9	-7	1	-21	-17	2	48	-2	-11
46	Cc1cc(Br)ccc1NC(=O)CN(C)C(=O)c1cc([N+](=O)[O-])ccc1N1CCOCC1	-15	-12	-4	-2	-6	25	9	8	15	6	9
47	CNC(=O)c1nnn(Cc2ccccc2)c1NC(C)=O	-1	-5	2	7	8	22	-1	0	-25	3	-1
48	CCNC(=O)C1CCCN(C(=O)c2cc(F)ccc2C)CC1 (stereo not drawn)	4	.	-6	-17	13	14	12	-3	-14	13	-3

Just Shn3 inh set2, for some of the entries so far:
nr | molecule | Shn3 inh set2
37 | Oc1ccc(Br)cc1/C=N/n1c(C2CCCCC2)n[nH]c1=S | 22
38 | CC1CCN(C(=O)COC(=O)/C=C/c2ccc([N+](=O)[O-])cc2)CC1 | 8
39 | CC1(C)COC(c2cccn2Cc2ccccc2Cl)=N1 | 5
40 | CC(NC(=O)C1CCCN(S(=O)(=O)c2cccs2)C1)c1ccccc1 (stereo not drawn) | 0
41 | CCc1ccc(C(=O)c2oc3nc(C)cc(C)c3c2N)cc1 | -4
42 | O=C(COC(=O)c1nc(Cl)c(Cl)c(Cl)c1Cl)NCc1ccccc1 | 0
43 | CCN1C(=O)S/C(=C/c2ccsc2)C1=O | -21

(listing goes on)
nr	canonical_smiles	TWEAK-Fn14 inh	EBV LMP1 NFkB	NR2F2 inh	CF NFkB inh	SRC3 inh	NR5A2 inv ag	SRC1 inh	C8 TRAIL sens	Shn3 inh set2	KKLEB tox	TROY signal inh
49	Cc1ccc(NC(=O)C2CCN(S(=O)(=O)c3c(C)n[nH]c3C)CC2)c(C)c1	6	-1	-9	2	20	-25	-14	-1	-5	-5	0
50	CC(C)Oc1ccc(S(=O)(=O)N2CCCCC2)cc1NC(=O)CN1C(=O)NC(C)(c2ccccc2)C1=O (stereo not drawn)	5	-1	24	-14	-12	2	-24	-6	-2	26	-3
51	CC(C)S(=O)(=O)c1csc(C(=O)NN)c1-n1cccc1	-9	8	-11	3	20	-6	2	-4	9	-7	13
52	Cc1ccc(CNCC(O)(c2ccccc2)c2ccc(F)cc2)cc1 (stereo not drawn)	2	8	3	-16	11	4	9	5	16	-7	-19
53	CCOC(=O)c1cnn(-c2ccccc2)c1-n1cccc1C(=O)C(=O)Nc1ccccc1	-25	-7	-21	-14	6	-18	-23	0	7	1	-10

Single records, as listed above. Order of screens: TWEAK-Fn14 inh, EBV LMP1 NFkB, NR2F2 inh, CF NFkB inh, SRC3 inh, NR5A2 inv ag, SRC1 inh, C8 TRAIL sens, Shn3 inh set2, KKLEB tox, TROY signal inh
Results for CC(C)S(=O)(=O)c1csc(C(=O)NN)c1-n1cccc1 → -9, 8, -11, 3, 20, -6, 2, -4, 9, -7, 13
Results for Cc1ccc(NC(=O)C2CCN(S(=O)(=O)c3c(C)n[nH]c3C)CC2)c(C)c1 → 6, -1, -9, 2, 20, -25, -14, -1, -5, -5, 0

These rows are one share of the data, so the mix of outcomes need not match the whole.
